# TRPC6 inhibitor – blocks the mouse TRPC6 cation channel. B-score at 10 µM. hit rate 1.1% among 310,000. HEK293-TRPC6, membrane potential dye, ACh-evoked depolarization; stronger effect = lower value. Q61143. AID 2553;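 active means B-score under library mean minus 3 SD, initial fluorescence not abnormally high, positive integrated signal ratio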;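 further: B-score derived from integrated fluorescence ratio over the kinetic read; more negative B-score means stronger inhibition of depolarization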
# MrgX1 agonist – activates human MrgX1 receptor signaling. Q96LB2. MrgX1-HEK293 cells, Fluo-4 calcium fluorescence, agonist mode; stronger effect = higher value. B-score at 10 µM. hit rate 0.44% among 310,000;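 active means calcium response B-score plate-corrected fluorescence ratio at least 3 library SD, with starting fluorescence B-score inside 5 SD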
# Target sequence (Q96LB2 whole entry, looked up): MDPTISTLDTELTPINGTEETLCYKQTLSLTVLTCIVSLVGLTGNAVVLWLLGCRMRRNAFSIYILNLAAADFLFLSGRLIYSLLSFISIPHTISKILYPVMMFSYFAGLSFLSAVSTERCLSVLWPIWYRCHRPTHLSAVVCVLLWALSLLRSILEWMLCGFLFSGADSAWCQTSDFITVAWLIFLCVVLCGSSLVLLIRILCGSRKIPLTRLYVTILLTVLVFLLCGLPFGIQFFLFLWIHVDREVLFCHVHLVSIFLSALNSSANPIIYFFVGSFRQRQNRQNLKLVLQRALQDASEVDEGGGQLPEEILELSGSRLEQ
#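 Test system: Stable human MrgX1 HEK293 cell line | Schedule: Overnight plating before 1 h dye loading | Read-out basis: Baseline-normalised fluorescence change ratio, B-scored | Detection: Kinetic calcium dye fluorescence, Fluo-4 NW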
# TRPC4 PAM – TRPC4 (mouse) allosteric potentiation; Q9QUQ5; HEK293 TRPC4beta/mu-opioid, DAMGO EC20, Fluo-4 Ca2+ flux; stronger effect = higher value; B-score at 10 µM; hit rate 0.42% among 310,000;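 active means B-score of calcium response area above 5 SD of library B-scores, with initial fluorescence ratio within 5 SD of library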;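 further: B-score of integrated fluorescence ratio over time as area under calcium response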
# TRPC4 act – activators of mouse TRPC4 channel; B-score at 10 µM; HEK293 TRPC4beta/mu-opioid, Fluo4 calcium fluorescence; stronger effect = higher value; hit rate 0.49% among 310,000;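 active means B-score above 5 SD of library B-scores, and initial fluorescence ratio not above library mean plus 5 SD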;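 further: positive B-score marks a calcium rise read as TRPC4 activation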
#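 Material: HEK293 stable line with TRPC4beta plus mu-opioid receptor; technique: Fluo4 calcium-sensitive dye fluorescence, kinetic, 1 Hz baseline; timing: Fluo4 dye loading 45 min at room temperature, 110 s recording; controls: assay buffer as low control, maximal DAMGO as high control; read-out: integrated baseline-normalised fluorescence ratio, converted to per-well B score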
# HIF activator – HIF pathway transcriptional activation; U2OS HRE-luciferase reporter, luminescence; normalized: DMSO 0%, desferrioxamine 100%; hit rate 0.32% among 300,000; activation, % at 7.5 µM (by protocol);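 active means mean activation of at least 10% of the iron chelator positive control signal, with at least half of replicates also reaching 10%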
# PolyA inhibitor – inhibitors of polyadenylation in S. cerevisiae | calls only at 12 µM | S. cerevisiae SKY197-pL101 polyadenylation reporter, beta-gal luminescence; efflux-impaired pdr1/pdr3 knockout yeast; score 100 = 6 SD above DMSO | hit rate 0.02% among 300,000;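 active means lowest replicate activity score at least 50, where 100 means six control SD above control mean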;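 further: yeast exposed to compound for 9 h at 30 °C; higher score means more reporter readthrough which indicates perturbed polyadenylation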
# MrgX1 antagonist – human MrgX1 receptor antagonism, primary screen; Q96LB2; MRGX1-HEK293 calcium flux, Fluo-4, BAM8-22 antagonism; stronger effect = lower value; B-score at 10 µM; hit rate 1.3% among 310,000; AID 588676;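 active means calcium-response B-score plate-corrected more than 3 library SD below zero, starting fluorescence within 5 deviations, no agonist response on first addition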;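 further: peak minus trough fluorescence over baseline after final BAM8-22 challenge near maximal dose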
# MrgX1 PAM – human MrgX1 positive allosteric modulation, primary screen; Q96LB2; MrgX1-HEK293, Fluo-4 calcium flux, FDSS; stronger effect = higher value; B-score at 10 µM; hit rate 0.63% among 310,000;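 active means plate-corrected calcium response at least 3 library SD above typical, normal starting fluorescence, not activating the receptor alone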;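 further: compound read alongside a low EC10 to EC30 dose of BAM8-22 agonist; peak minus trough fluorescence over baseline measured at the second addition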
# TRPC6 act – mouse TRPC6 channel activation. Q61143. hit rate 0.13% among 310,000. HEK293-TRPC6 membrane potential dye fluorescence; stronger effect = higher value. B-score at 10 µM;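 active means B-score of the integrated fluorescence ratio above library mean plus 3 SD, and starting fluorescence ratio within library mean plus 5 SD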;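 further: higher score means more depolarization so channel activation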
# TRPC4 block – TRPC4 (mouse) channel inhibition; Q9QUQ5; HEK293 TRPC4beta/mu-opioid, DAMGO-evoked Fluo4 calcium flux; stronger effect = lower value; B-score at 10 µM; hit rate 0.39% among 300,000;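 active means B-score over 3 SD under the library average, no early fluorescence shift, positive overall ratio signal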
#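 Signal: kinetic Fluo4 fluorescence imaging of calcium influx. Material: stable TRPC4beta/mu-opioid receptor HEK293 cells. Probe or stimulus: DAMGO in two steps, submaximal then maximal.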
# AI-2 QS mod – Vibrio harveyi AI-2 quorum sensing modulation. Vibrio harveyi JMH597 AI-2 luminescence/OD600 ratio, 9 h; stronger effect = lower value; strain lacks LuxN and CqsS sensors; 0 = neutral-control median. activity change, % at 7.5 µM. hit rate 0.4% among 300,000. AID 2094; in the data active means activity change below about -75%, passing the limit was not always enough;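 further: luminescence divided by OD600 gain over 9 h not by final OD600 alone; inactives centre near 13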
# Starred values were filed as active, the others as inactive; i = inactive; x = no result given. This is a subset (hit frequency here may not be typical).
SMILES,TRPC6 inhibitor,MrgX1 agonist,TRPC4 PAM,TRPC4 act,HIF activator,PolyA inhibitor,MrgX1 antagonist,MrgX1 PAM,TRPC6 act,TRPC4 block,AI-2 QS mod
COc1ccccc1CNC(=O)Cn1ccc2cc(S(=O)(=O)N3CCCC3)ccc21,i,i,i,i,x,i,i,i,i,i,16
Cc1ccc(-c2[nH]ncc2/C=N/n2c(COc3ccccc3C)nc3ccccc3c2=O)cc1,i,i,i,i,-3.1,i,i,i,i,i,4
CCCCCCSc1nnc(N)s1,i,i,i,i,-0.1,i,i,i,i,i,-3
COCCNC(=O)Cn1cc(C(=S)N2CCOCC2)c2ccccc21,i,i,i,i,0.2,i,i,i,i,i,10
Cc1cc(=O)oc2cc(OCC(=O)NCCCn3ccnc3)ccc12,i,i,i,i,0.2,i,i,i,i,i,19
O=C1c2ccccc2C(=O)N1c1ccc(Cl)cc1,i,i,i,i,0.6,i,i,i,i,i,7
CCCNC(=O)c1ccc2c(c1)CCN2S(C)(=O)=O,i,i,i,i,-0.1,i,i,i,i,i,6
O=C(N/N=C\c1cccnc1)c1ccccc1O,i,i,i,i,3.1,i,i,i,i,i,27
CC1CCC(NC(=O)CSc2nncs2)CC1 (stereo unspecified),i,i,i,i,0.1,i,i,i,i,i,9
CCC(CC)CN1CCN=C1N(C)C,i,i,i,i,0.0,i,i,i,i,i,0
Cc1cc(C)nc(Nc2nc3ccccc3o2)n1,i,i,i,i,2.5,i,i,i,i,i,6
CCOc1ccc(CCNC(=O)COC(=O)Cc2c[nH]c3ccccc23)cc1OCC,i,i,i,i,0.1,i,i,i,i,i,7
Cc1cc(C)cc(NC(=S)N2CCC(N(C)CC3CCCO3)CC2)c1 (stereo unspecified),i,i,i,i,0.0,i,i,i,i,i,23
COc1ccc(N(CC(=O)N2CCN(Cc3ccc4c(c3)OCO4)CC2)S(=O)(=O)c2ccc(F)cc2)cc1,i,i,i,i,0.1,i,i,i,i,i,4
CC(C)OC(=O)CSc1nnc(-c2ccc(O)cc2)n1Cc1ccccc1,i,i,i,i,-0.9,i,i,i,i,i,4
COc1ccnc(Oc2ccccc2)c1C(N)=O,i,i,i,i,-0.2,i,i,i,i,i,26
C/C=C/c1ccc(OCC(O)CN2CCCCC2CC)c(OC)c1 (stereo unspecified),i,i,i,i,-0.6,i,i,i,i,i,11
CC12CN3CC(C)(CN(C1)C3c1ccc(Br)cc1)C2 (stereo unspecified),i,i,i,i,-0.2,i,i,i,i,i,2
COc1ccc(Nc2nc(=O)[nH]nc2C)cc1,i,i,i,i,-0.1,i,i,i,i,i,23
C(=N\Nc1ccccn1)/c1c[nH]c2ccccc12,i,i,i,i,3.3,i,i,i,i,i,14

# The last three records of the section above are carried over, then new ones follow:
SMILES,TRPC6 inhibitor,MrgX1 agonist,TRPC4 PAM,TRPC4 act,HIF activator,PolyA inhibitor,MrgX1 antagonist,MrgX1 PAM,TRPC6 act,TRPC4 block,AI-2 QS mod
CC12CN3CC(C)(CN(C1)C3c1ccc(Br)cc1)C2 (stereo unspecified),i,i,i,i,-0.2,i,i,i,i,i,2
COc1ccc(Nc2nc(=O)[nH]nc2C)cc1,i,i,i,i,-0.1,i,i,i,i,i,23
C(=N\Nc1ccccn1)/c1c[nH]c2ccccc12,i,i,i,i,3.3,i,i,i,i,i,14
CCC(C)[C@H](NC(=O)N1CCN(c2cccc(C(F)(F)F)c2)CC1)C(=O)OC (stereo partly specified),i,i,i,i,-0.2,i,i,i,i,i,2
Cc1ccc(OCC(=O)Nc2ccc(NC(=O)c3cccs3)cc2)c(C)c1,i,i,i,i,-0.8,x,i,i,i,i,x
Cc1nn(CC(=O)Nc2ccc(N3CCOCC3)cc2)c(C)c1Br,i,i,i,i,-0.2,i,i,i,i,i,11
COC(=O)c1ccc(NC(=S)Nc2ccc3ccccc3c2)cc1,i,i,i,i,1.7,i,i,i,i,i,7
O=C(CSc1nc2c(c(=O)[nH]1)CCC2)Nc1cccc(F)c1,i,i,i,i,1.0,i,i,i,i,i,23
NS(=O)(=O)c1ccc(NC(=O)c2c(F)cccc2Cl)cc1,i,i,i,i,-0.3,i,i,i,i,i,22
Cc1ccc(NC(=O)COC(=O)/C=C/c2ccc(Br)o2)cc1S(=O)(=O)N(C)C,i,i,i,i,-0.7,i,i,i,i,i,14
CCN(C(=O)COc1ccc(C)nc1[N+](=O)[O-])C1CCS(=O)(=O)C1 (stereo unspecified),i,i,i,i,-0.3,i,i,i,i,i,38
CC(/C=N/NC(=O)c1ccccc1C)=C\c1ccccc1,i,i,i,i,2.4,i,i,i,i,i,11
O=C(Cc1cccs1)Nc1ccc(F)cc1,i,i,i,i,-0.7,i,i,i,i,i,7
O=C(Nc1nc2ccccc2[nH]1)C1CCN(C(=O)c2ccc(F)cc2)CC1,i,i,i,i,0.5,i,i,i,i,i,5
COc1cccc(CNC(=O)c2ccc3c(c2)S(=O)(=O)N=C2CCCCCN23)c1,i,i,i,i,0.1,i,i,i,i,i,3
O=C(COc1ccc(Cl)cc1)Nc1ccc(Cc2ccncc2)cc1,i,i,i,i,-0.6,i,i,i,i,i,24
CCC(C(=O)O/N=C(\N)c1cccc(C)c1)c1ccccc1 (stereo unspecified),i,i,i,i,2.3,i,i,i,i,i,1
COc1ccccc1C(=O)NCCC(=O)Nc1nc2ccccc2[nH]1,i,i,i,i,0.3,i,i,i,i,i,-4
CCN(CC)S(=O)(=O)c1ccc(OC)c(NC(=O)CSc2ccccc2)c1,i,i,i,i,0.1,i,i,i,i,i,17
C/C(=N\NC(=O)CCc1ccc(S(=O)(=O)N2CCOCC2)cc1)c1ccccc1Cl,i,i,i,i,-0.2,i,i,i,i,i,19
COc1ccc(-c2nsc3c(N4CCCC4)ncnc23)cc1,i,i,i,i,0.4,i,i,i,i,i,1
COc1ccc(NC2=Nc3ccccc3CC2)cc1,i,i,i,i,1.8,i,i,i,i,i,1
c1ccc(-c2noc(CN3CCN(c4ccccc4)CC3)n2)cc1,i,i,i,i,-0.2,i,i,i,i,i,17
Cc1cc(=O)oc2cc(OCC(=O)NCCCN3CCCC3=O)c(Cl)cc12,i,i,i,i,0.3,i,i,i,i,i,-7
O=C(O)c1ccc(COc2ccccc2/C=C2\NC(=O)N(Cc3ccccc3F)C2=O)cc1,i,i,i,i,-0.5,i,i,i,i,i,14
O=C1CN(S(=O)(=O)c2ccccc2C(F)(F)F)CCN1,i,i,i,i,0.0,i,i,i,i,i,15
CSCc1c(C(=O)NCCc2ccccn2)oc2ccccc12,i,i,12*,i,-0.8,i,i,i,i,i,18
COc1ccc(C(=O)N2CCN(Cc3ccccc3[N+](=O)[O-])CC2)cc1,i,i,i,i,1.5,i,i,i,i,i,9
Cc1ccc(NC(=O)CSCc2ccco2)cc1,i,i,i,i,1.7,i,i,i,i,i,3
Cn1c(=O)[nH]c(=O)c2c1nc(N1CCOCC1)n2CCSc1nc2ccccc2[nH]1,i,i,i,i,-0.1,i,i,i,i,i,23
CCC(CC)C(=O)NCCc1cc2ccc(OC)cc2[nH]c1=O,i,i,i,i,-0.7,i,i,i,i,i,15
O=C(NCc1ccccc1F)C(=O)NCC1CCCN1S(=O)(=O)c1ccccc1 (stereo unspecified),i,i,i,i,-0.3,i,i,i,i,i,17
CN(NC(=O)c1ccc(Cl)cc1Cl)C1=NS(=O)(=O)c2ccccc21,i,i,i,i,-0.1,i,-6.3*,i,i,i,4
Cc1cccc(CS(=O)(=O)Cc2ccc(C(=O)NC3CCCCCC3)o2)c1,i,i,i,i,-0.1,i,i,i,i,i,25
COCCN(C(=O)CSc1nn(-c2ccc(F)cc2)c(=S)s1)c1c(N)n(CC(C)C)c(=O)[nH]c1=O,i,i,i,i,-0.3,i,i,i,i,i,-7
Cc1ccc(OCC(=O)N(C)CC(=O)Nc2ccc(F)cc2)c([N+](=O)[O-])n1,i,i,i,i,0.1,i,i,i,i,i,22
O=C(Nc1cccc(C(F)(F)F)c1)c1cc2ncc(Br)cn2n1,i,i,i,i,-0.4,i,i,i,i,i,x
CCCCCCCCn1c(=O)c(C(=O)OC)c(N)c2ccccc21,i,i,i,i,-0.6,i,i,i,i,i,6
CC[n+]1c(/C=C/Nc2ccccc2)oc2ccccc21,-7.3*,i,i,i,0.0,i,i,i,i,i,8
Cn1c(=O)c2c(nc(N3CCOCC3)n2CCCNC2=NCCC2)n(C)c1=O,i,i,i,i,-0.4,i,i,i,i,i,29
Cc1ccc(Nc2cnn(C34CC5CC(CC(CC(=O)O)(C5)C3)C4)c(=O)c2Cl)cc1,i,i,i,i,-0.1,i,i,i,i,i,7
C=CCn1c2ccccc2c2nnc(SCC(=O)NC(C(=O)OC)C(C)C)nc21 (stereo unspecified),i,i,i,i,-0.6,i,i,i,i,i,13
CCC(C)NC(=O)C1CCN(S(=O)(=O)c2ccc3c(c2)CC(C)N3C(C)=O)CC1 (stereo unspecified),i,i,i,i,0.0,i,i,i,i,i,6
Cc1occc1C(=O)Nc1ccc(S(=O)(=O)N2CCN(C)CC2)cc1,i,i,i,i,-0.2,i,i,i,i,i,29
O=C(Nc1ccc([N+](=O)[O-])cc1)Nc1ccc(Cl)cc1F,i,i,i,i,0.8,i,-4.9*,i,i,i,-50
S=C1NC(c2ccccc2)N2C(=S)NC(c3ccccc3)N12 (stereo unspecified),i,i,i,i,4.1,i,i,i,i,i,3
COc1cccc(C(C(=O)NC2CCCC2)N(C(=O)c2ccco2)c2ccc(C(C)=O)cc2)c1OC (stereo unspecified),i,i,i,i,-0.2,i,i,i,i,i,7
O=C(NCc1n[nH]c(=S)n1-c1ccccc1)c1cccs1,i,i,i,i,-0.2,i,i,i,i,i,-16
O=C(NC1(C(F)(F)F)NC(=O)N(c2ccccc2)C1=O)c1cccs1 (stereo unspecified),i,i,i,i,-1.0,i,i,i,i,i,15

# Source: PubChem BioAssay
